Lamin A splicing: qHTS Assay for Modulators of Lamin A Splicing | Potency, µM (doses to about 46.1 µM), inactives show top-dose ratio change, negative = inhibition, usual class: inhibitors | HeLa LMNA splicing GFP/RFP minigene ratio, 48 h | 200,000 compounds, 0.01% hits | AID 1487, 2009; active means well fitted inhibition curve with a large enough effect in the signal ratio, with a control signal flat, not every such curve was filed as active; inconclusive means small, poorly fitted or top-dose-only effect, or effect the other way, or a change in a side signal; the % refers to the signal ratio; further: potency means the concentration at half of the fitted maximal effect; on the % scale 0 is the no-effect control and ±100 the full control effect
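S3 HeLa stable clones carrying a lamin A-EGFP splicing minigene plus DsRed2 were seeded at 600 cells/well in Opti-MEM with 2% FBS, pin-dosed and incubated 48 h at 37°C. Acumen cytometry (488 nm) gave the GFP/RFP total-intensity ratio.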
HTT aggregate: qHTS Multiplex Assay to Identify Dual Action Probes in a Cell Model of Huntington: Aggregate Formation (GFP); PC12 HttQ103-GFP aggregates, Acumen cytometry, 40 h; Potency, µM (highest dose often 46.1 µM), inactives show top-dose activity change, negative = inhibition, actives largely listed as inhibitors; 220,000 compounds, 1.1% hits; AID 1688, 2009; further: potency means the concentration at half of the fitted maximal effect; on the % scale 0 is the no-effect control and ±100 the full control effect; nearly all actives have a fitted effect of over 60% in size
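Aggregates are detected as GFP objects 1–25 µm with signal 6 STDEV over background in lysates of induced PC12 cells. These carry Huntingtin exon 1 with 103 glutamines fused to GFP under an ecdysone promoter; compounds titrated.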
CBFb-RUNX1 inh: qHTS Assay for Compounds Blocking the Interaction Between CBF-beta and RUNX1 for the Treatment of Acute Myeloid Leukemia. AlphaScreen CBFb-His/RUNX1-biotin binding, biochemical. AID 1477, 2009. Runt-related transcription factor 1 (Homo sapiens) + Core-binding factor subunit beta …. 230,000 tested, under 10 active. Potency, µM (highest dose often 59.8 µM), for inactives: top-dose activity, negative = inhibition, hits mostly inhibitors; further: % of control where 0% means no effect
Target sequence (Q01196 whole entry, looked up): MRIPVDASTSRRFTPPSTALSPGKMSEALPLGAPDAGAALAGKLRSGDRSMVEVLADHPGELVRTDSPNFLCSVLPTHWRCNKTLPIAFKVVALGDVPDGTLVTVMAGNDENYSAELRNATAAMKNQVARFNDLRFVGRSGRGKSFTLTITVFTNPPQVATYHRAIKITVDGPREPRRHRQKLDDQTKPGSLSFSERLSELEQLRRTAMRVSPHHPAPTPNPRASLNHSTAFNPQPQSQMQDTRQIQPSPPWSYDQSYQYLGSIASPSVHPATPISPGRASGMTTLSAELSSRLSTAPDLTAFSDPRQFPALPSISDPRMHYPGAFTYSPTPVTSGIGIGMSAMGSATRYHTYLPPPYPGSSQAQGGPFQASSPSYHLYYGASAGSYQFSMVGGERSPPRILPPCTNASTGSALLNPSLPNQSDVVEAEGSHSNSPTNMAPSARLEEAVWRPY
Target sequence (Q13951 whole entry, looked up): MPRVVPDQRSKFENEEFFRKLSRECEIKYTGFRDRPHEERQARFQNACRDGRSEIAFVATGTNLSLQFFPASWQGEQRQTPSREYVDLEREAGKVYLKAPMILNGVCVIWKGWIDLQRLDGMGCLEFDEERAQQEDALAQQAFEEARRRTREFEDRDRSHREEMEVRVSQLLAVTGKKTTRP
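AlphaScreen binding: CBFb-His and RUNX1-biotin (30 nM each) preincubated 20 min, compound added for 15 min, then nickel and streptavidin beads for 90 min, all at room temperature. Disruption of the interaction by any mechanism counts as activity.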
HTT cytoprotect: qHTS Multiplex Assay to Identify Dual Action Probes in a Cell Model of Huntington: Cytoprotection (ATP); PC12 HTT-Q103 induced, cytoprotection, ATP luminescence, 40 h; Potency, µM (titrated, usually from 56.4 µM), without a hit: cytoprotection (ATP increase), usual class: activators; 230,000 compounds, 0.14% hits;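 further: potency means the concentration at half of the fitted maximal effect; % of control where 0% means no effect; nearly all actives have a fitted effect of over 45% in size; toxic huntingtin expression switched on by the ecdysone agonist tebufenozide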
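Huntington model: PC12 line, ecdysone-inducible HTTQ103 exon1–GFP, tebufenozide 100 nM. Test articles in a dose series. Endpoint luminescence from cellular ATP.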
GAA spleen mod: qHTS Assay for Inhibitors and Activators of Human alpha-Glucosidase From Spleen Homogenate. Lysosomal alpha-glucosidase (Homo sapiens), P10253. human spleen homogenate, 4-MU-alpha-glucoside fluorescence. Potency, µM (series often up to 79.9 µM), for inactives: top-dose activity change, negative = inhibition, most hits filed as inhibitors. 240,000 compounds, 0.006% hits. AID 2112, 2009;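 further: potency means the concentration at half of the fitted maximal effect; 0% = enzyme with vehicle and -100% = no enzyme basal signal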
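Enzyme source: human spleen homogenate, 1 ug/well. Buffer 50 mM citric acid/K phosphate pH 5.0, 0.01% Tween-20. 4-MU-alpha-glucoside 1 mM; 37 C x 40 min; NaOH/glycine stop; fluorescence.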
GAA glycogen: qHTS Assay for Inhibitors and Activators of Human alpha-Glucosidase Cleavage of Glycogen; Potency, µM (top dose mostly 76.4 µM), for the others: top-dose activity change, negative = inhibition, actives largely listed as inhibitors; 300,000 compounds, 0.38% hits; recombinant GAA, glycogen substrate, Amplex Red glucose oxidase fluorescence;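 further: potency means the concentration at half of the fitted maximal effect; 0% = full enzyme reaction and -100% = no-enzyme basal signal; the screen sought inhibitors and activators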
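Recombinant human alpha-glucosidase (4 nM final) hydrolysed bovine liver glycogen (30 ug) for 40 min at 37 C in pH 5.0 citrate/phosphate with 0.01% Tween-20. Released glucose detected by glucose oxidase/Amplex Red, Ex 573/Em 610 nm. Compounds up to 77 uM; AC50 from Hill fits.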
GAA inhib: qHTS Assay for Inhibitors of Human alpha-Glucosidase as a Potential Chaperone Treatment of Pompe Disease; AID 1466, 2008; Potency, µM (doses to about 76.9 µM), inactives show top-dose activity change, negative = inhibition, usual class: inhibitors; purified human GAA, 4-MU-alpha-glucoside fluorescence; 200,000 compounds, 0.005% hits; Lysosomal alpha-glucosidase (Homo sapiens), P10253;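 further: potency means the concentration at half of the fitted maximal effect; plate controls were uninhibited enzyme wells for no effect and no-enzyme background for full effect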
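qHTS format, compound range up to 77 uM. Human lysosomal enzyme at 4 nM, 400 uM 4-MU glucoside substrate, pH 5.0, 20 min room temperature; fluorescence after alkaline stop gives activity normalized to controls.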
An asterisk follows results filed as active; [ ] = another dose, or the depositor's remark. Unless noted, the call rests on the fitted dose curve; in most records, active means well fitted curve in the direction sought with a large enough effect; inconclusive means small, poorly fitted or top-dose-only effect, or another doubt; inactive means no such curve, though single readings can be large; an effect the other way counts as inactive or inconclusive.

`C/C(=N\OCC(=O)Nc1c(C)cc(C)cc1C)c1ccc2c(c1)OCCO2` gave Lamin A splicing -12%, HTT aggregate -11%, CBFb-RUNX1 inh -1%, HTT cytoprotect 1%[10 µM], GAA spleen mod -6%, GAA glycogen 9% and GAA inhib 2%.
For CC(C)=CCC/C(C)=C/CO/N=C1/C[C@@H](O)[C@@H](O)[C@@H]2[C@H]3C(=O)N(c4ccc(F)cc4F)C(=O)[C@@H]3CC[C@@H]12 the results were CBFb-RUNX1 inh -2%[13.1 µM], HTT cytoprotect -3%[10 µM] and GAA spleen mod -5%[17.4 µM].
`COc1ccc(NC(=O)C(=O)NCCC2=CCCCC2)c(OC)c1` gave Lamin A splicing -1%, HTT aggregate 12%, CBFb-RUNX1 inh 8%, HTT cytoprotect 21%[10 µM], GAA spleen mod -1%, GAA glycogen 0% and GAA inhib 9%.
Screening CCOc1ccccc1/C=N\Nc1cnn(Cc2ccccc2)c(=O)c1Cl returned HTT aggregate -11%, CBFb-RUNX1 inh 1%, HTT cytoprotect -78%[inhibitor], GAA spleen mod 0%, GAA glycogen -11% and GAA inhib 2%.
Screening COC(=O)C(Cc1ccccc1)NC(=O)C(N)CC(=O)O (centres undefined) returned HTT aggregate 17%, CBFb-RUNX1 inh 8%, HTT cytoprotect inconclusive and GAA spleen mod 6%.
Screening O=C(CSc1nnc2ccccn12)Nc1nsc(-c2ccccc2)n1 returned Lamin A splicing -7%, HTT aggregate -32%, CBFb-RUNX1 inh 1%, HTT cytoprotect 1%[10 µM], GAA spleen mod -4%, GAA glycogen 17% and GAA inhib 1%.
`CCOC(=O)c1cc(CC)sc1N1C(=O)CC(Sc2ccccc2C(=O)O)C1=O` (centres undefined) gave HTT aggregate 10%, CBFb-RUNX1 inh -6%, GAA spleen mod -7%, GAA glycogen inconclusive and GAA inhib -11%.
Cc1ccc(-n2c(C)cc(/C=N/NC(=O)CC3(C)OCCO3)c2C)c(C)c1 was read as Lamin A splicing inconclusive, HTT aggregate -2%, CBFb-RUNX1 inh -12%, HTT cytoprotect -4%[10 µM], GAA spleen mod 2%, GAA glycogen 12% and GAA inhib 5%.
`O=C(CN1CCCc2ccccc21)NCc1ccccc1Cl` gave Lamin A splicing 0%, HTT aggregate 0%, CBFb-RUNX1 inh -19%, HTT cytoprotect 3%[10 µM], GAA spleen mod -27%, GAA glycogen -20% and GAA inhib -7%.
For CCn1c(CCNC(=O)c2ccc(OC)cc2)nnc1SCc1ccc(Cl)c(Cl)c1 the results were Lamin A splicing inconclusive, HTT aggregate 18%, CBFb-RUNX1 inh -6%, HTT cytoprotect -12%[10 µM], GAA spleen mod -4%, GAA glycogen 8% and GAA inhib -22%.
O=C(O)CCCNc1ccc([N+](=O)[O-])c(NCCCC(=O)O)n1 was read as HTT aggregate 2%, CBFb-RUNX1 inh -6%, HTT cytoprotect 9%[10 µM], GAA spleen mod 4%, GAA glycogen 19% and GAA inhib inconclusive.
Screening N#Cc1c(-c2cccnc2)c2c([nH]c1=S)CCCC2 returned Lamin A splicing -4%, HTT aggregate 3%, CBFb-RUNX1 inh 6%, HTT cytoprotect -1%, GAA spleen mod 4%, GAA glycogen inconclusive and GAA inhib 1%.
Screening O=C(NC1CCCC1)C1CCC(CNS(=O)(=O)c2cccs2)CC1 (centres undefined) returned Lamin A splicing -8%, HTT aggregate 9%, CBFb-RUNX1 inh 2%, GAA spleen mod -6%, GAA glycogen 1% and GAA inhib 0%.
For Cc1ccc([N+](=O)[O-])cc1S(=O)(=O)NCc1cccnc1 the results were Lamin A splicing -2%, HTT aggregate 5%, CBFb-RUNX1 inh 3%, HTT cytoprotect 17%[10 µM], GAA spleen mod -4%, GAA glycogen -3% and GAA inhib 1%.
For CCOc1ccc(S(=O)(=O)N(C)c2ccc(OCC(=O)OCc3c(C)noc3C)cc2)cc1 the results were Lamin A splicing 11%, HTT aggregate 12%, CBFb-RUNX1 inh 0%, HTT cytoprotect 14%[10 µM], GAA spleen mod -6%, GAA glycogen -3% and GAA inhib inconclusive.
For Cc1c(C#N)c2ccccc2n1CCOc1ccccc1F the results were Lamin A splicing inconclusive, HTT aggregate inconclusive, CBFb-RUNX1 inh 12%, HTT cytoprotect 11%, GAA spleen mod 4%, GAA glycogen -9% and GAA inhib 4%.
`COc1cccc(-n2nnc3c(=O)n(Cc4ccccc4Cl)cnc32)c1` gave Lamin A splicing 3%, HTT aggregate 5%, CBFb-RUNX1 inh 5%, HTT cytoprotect -4%[10 µM], GAA spleen mod -3%, GAA glycogen 2% and GAA inhib 2%.
Screening CSCCC(NS(=O)(=O)c1ccc(Cl)cc1)C(=O)OCc1cccc(Cl)c1 (centres undefined) returned Lamin A splicing inconclusive, HTT aggregate 6%, CBFb-RUNX1 inh 17%, HTT cytoprotect -10%[0.074 µM], GAA spleen mod -4%, GAA glycogen 4% and GAA inhib -1%.
C=CCSc1nnc(NC(=O)CSc2nc3ccccc3[nH]2)s1 was read as Lamin A splicing -2%, HTT aggregate -15%, CBFb-RUNX1 inh -12%, HTT cytoprotect -2%, GAA spleen mod 5%, GAA glycogen 3% and GAA inhib 12%.
Nc1nc(SCC(=O)Nc2ccccc2-c2ccccc2)n[nH]1 was read as Lamin A splicing 19%, HTT aggregate -1%, CBFb-RUNX1 inh 2%, HTT cytoprotect -12%, GAA spleen mod -10%, GAA glycogen -1% and GAA inhib 3%.
`COc1cccc(CNC(=O)c2n[nH]c3ccccc23)c1` gave Lamin A splicing 1%[46 µM], HTT aggregate -10%, CBFb-RUNX1 inh 2%, HTT cytoprotect -58%[inhibitor], GAA spleen mod -16%, GAA glycogen 3% and GAA inhib -3%.
Cc1nn(C)c(C)c1CNC(=O)Nc1cccc(Cl)c1C was read as HTT aggregate -18%, CBFb-RUNX1 inh 0%, HTT cytoprotect -23%, GAA spleen mod 0%, GAA glycogen -9% and GAA inhib 2%.
`Cc1cc2c(sc3c(C)ccc(C)c32)c(C)n1` gave HTT aggregate -7%[9.22 µM], CBFb-RUNX1 inh 10%, HTT cytoprotect 15%[10 µM], GAA spleen mod 6%, GAA glycogen -1% and GAA inhib -3%.
`COc1ccc(N2CCN(C(=O)c3ccc(F)cc3)CC2)c([N+](=O)[O-])c1` gave HTT aggregate -2%, CBFb-RUNX1 inh 7%, HTT cytoprotect inconclusive, GAA spleen mod -1%, GAA glycogen -7% and GAA inhib 3%.
Screening C/C(=N/O)c1ccccn1 returned Lamin A splicing 1%[9.22 µM], HTT aggregate 3%, CBFb-RUNX1 inh -21%, HTT cytoprotect -19%, GAA spleen mod -2%, GAA glycogen -5% and GAA inhib -5%.
Cn1c2ccccc2c2c(C(=O)NCCCN3CCCC3=O)cn(C3CCCCC3)c(=O)c21 was read as Lamin A splicing 20%, HTT aggregate 6%[9.22 µM], CBFb-RUNX1 inh -1%, HTT cytoprotect -18%, GAA spleen mod 0%, GAA glycogen 3% and GAA inhib 5%.
Screening O=C(Nc1nc(-c2cc3ccccc3oc2=O)cs1)c1ccco1 returned Lamin A splicing -14%, HTT aggregate -18%, CBFb-RUNX1 inh -4%, HTT cytoprotect -11%[10 µM], GAA spleen mod 4%, GAA glycogen 2% and GAA inhib -14%.
Screening O=C(NNC(=O)C1CCCN(S(=O)(=O)c2cccc(F)c2)C1)C1CC1 (centres undefined) returned Lamin A splicing inconclusive, HTT aggregate -1%[9.22 µM], CBFb-RUNX1 inh 7%, HTT cytoprotect -10%[10 µM], GAA spleen mod -2%, GAA glycogen -13% and GAA inhib -5%.
Screening N#Cc1ccc(Cl)cc1NC(=O)CSc1nc2nc(-c3cccs3)cc(C(F)(F)F)c2c(=O)[nH]1 returned HTT aggregate -31%[9.22 µM], CBFb-RUNX1 inh 2%, HTT cytoprotect 1%[10 µM], GAA spleen mod -4% and GAA glycogen -13%.
CCOC(=O)C1=C(C)N(C)C(C)=C(C(=O)OCC)C1c1ccncc1 was read as Lamin A splicing -11%, HTT aggregate -5%, CBFb-RUNX1 inh 3%, HTT cytoprotect -27%, GAA spleen mod 3%, GAA glycogen -6% and GAA inhib -1%.
Cc1cc(NC(=O)/C=C/c2ccc(F)cc2)n(-c2nc3ccccc3[nH]2)n1 was read as Lamin A splicing -12%, HTT aggregate -7%, CBFb-RUNX1 inh 3%, HTT cytoprotect -5%[1.9 µM], GAA spleen mod -2%, GAA glycogen 12% and GAA inhib -2%.
CCN(CC)CCNC(=O)c1ccc(NC(=O)c2cccc(S(=O)(=O)Nc3ccc(C)cc3)c2)cc1 was read as HTT aggregate -11%, CBFb-RUNX1 inh 7%, HTT cytoprotect -5%, GAA spleen mod 0%, GAA glycogen 2% and GAA inhib -23%.
CC(C)(C)NC(=O)NC(=O)COC(=O)C1CC(=O)N(Cc2ccccc2)C1 (centres undefined) was read as Lamin A splicing 1%, HTT aggregate -1%, CBFb-RUNX1 inh 8%, HTT cytoprotect -2%, GAA spleen mod 0%, GAA glycogen 0% and GAA inhib -9%.
`NC(=O)c1ccc(NC(=O)COC(=O)c2ccccc2Nc2ccccc2)cc1` gave HTT aggregate 21%, CBFb-RUNX1 inh 2%, GAA spleen mod -8%, GAA glycogen 6% and GAA inhib -5%.

Taken from above, 2 compounds:
CCOC(=O)C1=C(C)N(C)C(C)=C(C(=O)OCC)C1c1ccncc1 was read as Lamin A splicing -11%, HTT aggregate -5%, CBFb-RUNX1 inh 3%, HTT cytoprotect -27%, GAA spleen mod 3%, GAA glycogen -6% and GAA inhib -1%.
Cc1cc(NC(=O)/C=C/c2ccc(F)cc2)n(-c2nc3ccccc3[nH]2)n1 was read as Lamin A splicing -12%, HTT aggregate -7%, CBFb-RUNX1 inh 3%, HTT cytoprotect -5%[1.9 µM], GAA spleen mod -2%, GAA glycogen 12% and GAA inhib -2%.
